HTR2A ag: mouse Htr2a agonists via beta-arrestin recruitment, primary screen, cell-based, luminescence; CHO-K1 mHTR2A beta-arrestin complementation; percent of 30 µM serotonin response; actives 0.66% (n = 360,000); 5-hydroxytryptamine receptor 2A (Mus musculus), P35363; activation, % at 7.6 µM;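 active means activation above a run cutoff, the mean activation of all tested compounds plus 3 SD, cut at about 14% in these data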;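 further: 0% = plate median of compound wells and 100% = 30 µM serotonin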
Target sequence (P35363 whole entry, looked up): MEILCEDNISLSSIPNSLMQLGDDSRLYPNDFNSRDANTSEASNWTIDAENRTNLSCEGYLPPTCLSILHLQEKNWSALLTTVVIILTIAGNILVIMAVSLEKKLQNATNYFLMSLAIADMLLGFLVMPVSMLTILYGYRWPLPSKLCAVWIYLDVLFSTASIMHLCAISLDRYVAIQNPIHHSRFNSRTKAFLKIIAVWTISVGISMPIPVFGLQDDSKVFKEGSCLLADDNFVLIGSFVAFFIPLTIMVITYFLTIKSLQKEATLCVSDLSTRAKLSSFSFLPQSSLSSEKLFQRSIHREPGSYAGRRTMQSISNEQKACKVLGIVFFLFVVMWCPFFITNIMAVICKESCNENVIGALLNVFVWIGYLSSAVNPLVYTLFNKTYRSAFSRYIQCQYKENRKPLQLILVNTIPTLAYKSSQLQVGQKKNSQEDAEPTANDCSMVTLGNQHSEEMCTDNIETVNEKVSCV
Granule exo inh: LAMP-1 surface exposure blockers, TALL-104 cells – cell-based, flow cytometry, MLPCN library, primary screen | AID 651702, 2012 | actives 0.66% (n = 360,000) | inhibition, % at 10 µM | TALL-104 LAMP-1 surface exposure; cells stimulated with thapsigargin and PMA;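 active means inhibition above about 55%, limit read from the data; inconclusive means no clear call, values can overlap the other calls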
MC4R ag barr: MC4R agonists recruiting beta-arrestin, primary screen, cell-based, luminescence, agonist arm of biased-ligand search; activation, % at 8.9 µM; Melanocortin receptor 4 (Homo sapiens), P32245; actives 0.98% (n = 360,000); U2OS MC4R beta-arrestin complementation; percent of melanotan II response, DMSO zero;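 active means activation above a per-plate cutoff, the mean activation of sample wells on that plate plus 3 SD, cut at about 8% in these data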
Target sequence (P32245 whole entry, looked up): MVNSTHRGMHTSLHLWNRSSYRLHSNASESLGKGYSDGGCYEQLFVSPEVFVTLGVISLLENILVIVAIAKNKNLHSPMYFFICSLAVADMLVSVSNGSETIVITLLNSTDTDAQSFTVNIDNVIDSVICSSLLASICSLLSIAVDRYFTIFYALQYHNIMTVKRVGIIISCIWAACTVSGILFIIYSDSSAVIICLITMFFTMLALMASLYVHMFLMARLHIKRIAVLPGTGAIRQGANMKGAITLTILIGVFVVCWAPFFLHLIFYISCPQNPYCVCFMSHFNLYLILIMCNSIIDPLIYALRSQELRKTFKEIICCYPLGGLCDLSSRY
PDI inh: inhibitors of human PDI, primary screen, biochemical, turbidity, single point, plate reader | Protein disulfide-isomerase (Homo sapiens), P07237 | PDI insulin aggregation turbidity, A650, 90 min | inhibition, % at 10 µM | actives 0.052% (n = 350,000) | AID 588391, 2011;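 active means mean inhibition across replicates of 30% or more, whatever share of single replicates reach that level; inconclusive means mean inhibition below 30% while every single replicate reaches 30%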;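 further: absorbance from insulin aggregation driven by PDI reduction with DTT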
Cardio protect: cardioprotection against H2O2-induced cell death, primary screen, uHTS, H9c2 cells, ATPLite luminescence. H9c2 cardiomyocytes, H2O2 injury protection, 2 h. actives 0.63% (n = 360,000). AID 588492, 2011. protection from H2O2 cell death, % at 20 µM;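 active means compounds giving at least 50% protection of heart cells from peroxide-induced death in the single-dose screen, raw or plate-pattern-corrected value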;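 further: 0% = DMSO wells with peroxide and 100% = DMSO wells without peroxide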
MC4R antag cAMP: MC4R antagonists of cAMP signaling, primary screen, cell-based, TR-FRET, antagonist arm of biased-ligand search. MC4R-expressing cells, MTII-stimulated cAMP, LANCE TR-FRET. inhibition, % at 6.5 µM. Melanocortin receptor 4 (Homo sapiens), P32245. actives 0.48% (n = 360,000);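 active means inhibition above its plate's cutoff, the mean of tested wells on that plate plus 3 SD, cut at about 29% in these data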;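 further: 0% = Melanotan II alone and 100% = Melanotan II plus saturating MCL0020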
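system = U2OS cells with stable human MC4R expression | also added = Melanotan II challenge after compound preincubation | dosing = one concentration, 6.5 µM nominal | incubation = compound 30 min, challenge 1 h, detection 1 h | measured by = TR-FRET with Eu-cAMP and labeled anti-cAMP, 671 nm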
N-glyco inh: increase of ERlucT glycosylation luciferase signal, primary screen, N-linked glycosylation inhibitor project, D54 ERlucT cells, luminescence, set 2. D54 ERlucT glycosylation luciferase reporter, 24 h; percent of 100 nM tunicamycin response. reporter increase, % at 12.5 µM. actives 0.23% (n = 360,000). AID 588692, 2011;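 active means mean luciferase reporter signal, scaled so untreated is 0 and the glycosylation-blocking control 100, at or above a set limit in every replicate; inconclusive means mean reaches the limit but not every replicate does; inactive means mean below the limit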;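 further: luciferase carries N-glycosylation sites so blocking glycosylation raises the light; 0% = median of neutral control wells and 100% = median of 100 nM tunicamycin wells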
CaV13 FRET inh: Primary screen for inhibitors of IQ motif and Ca2+-dependent inactivation inhibitor domain binding in CACNA1D, Förster resonance energy transfer in living cells, …; AID 743397; inhibition, % at 12.3 µM; HEK cells, CFP/YFP FRET ICDI-IQ, plate reader, 10 min; percent FRET-ratio fall versus neutral wells; actives 0.098% (n = 340,000);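 active means mean replicate inhibition of at least 30% and at least 1% of replicates passing that level; inconclusive means only one of the two criteria is met; inactive means neither criterion is met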;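 further: 0% = median of the neutral control wells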
ABHD5-PLIN5 inh: ABHD5-PLIN5 interaction inhibitors, primary screen, cell lysate, split luciferase complementation, luminescence; Perilipin-5 (Homo sapiens) + 1-acylglycerol-3-phosphate O-acyltransferase ABHD5 (Homo …; Split G. princeps luciferase complementation, 4 h; inhibition, % at 4 µM; actives 0.78% (n = 360,000);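 active means inhibition above the mean inhibition across every tested compound plus 3 SD, cut at about 22% in these data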;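 further: 0% = DMSO only wells and the 100% control is not disclosed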
ABCB6 inh MLPCN: ABCB6 transporter inhibitors, primary screen, K562-ABCB6 cells, flow cytometry, MLPCN library. K562-ABCB6 porphyrin accumulation, 1 h; hits give low values. fluorescence ratio to DMSO, % at 10 µM. actives 0.19% (n = 360,000). AID 602162, 2011;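 active means fluorescence ratio to DMSO below 75%, the collection mean minus 3 SD; inconclusive means too few cells collected in the well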;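 further: signal is porphyrin accumulated inside mitochondria; 100% equals median channel fluorescence of DMSO control wells; lower ratio means ABCB6 inhibition with less porphyrin fluorescence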
Starred values were filed as active, the others as inactive; ? = inconclusive; / = no result given.

SMILES | HTR2A ag | Granule exo inh | MC4R ag barr | PDI inh | Cardio protect | MC4R antag cAMP | N-glyco inh | CaV13 FRET inh | ABHD5-PLIN5 inh | ABCB6 inh MLPCN
C/C(CC(=O)Nc1ccc(Cl)cc1Cl)=N\NC(=O)C(=O)N1CCCC1 | 1.5 | 1.4 | -1.7 | -7.4 | 5.4 | 3.6 | 0.3 | -4.7 | 15.3 | 101.0
CC(=O)Nc1ccc(OCc2ccccc2)cc1[N+](=O)[O-] | -0.8 | -1.0 | -0.6 | -4.5 | -0.8 | 6.4 | 2.6 | -5.0 | 2.0 | 101.0
NC(c1csc(Nc2ncccn2)n1)C1CCCCC1 (centres undefined) | 2.3 | -6.2 | -0.8 | -3.7 | 4.4 | 4.9 | 0.5 | -8.9 | 5.6 | 92.0
COc1ccc(-n2nnnc2-c2cnc3cc4c(cc3c2C)OCO4)cc1 | 10.8 | -8.4 | 1.5 | 3.0 | -11.1 | 8.2 | 2.2 | -3.8 | 2.3 | 97.0
CCCOc1ccc(Oc2nc(-c3ccncc3)nc3ccccc23)cc1 | -2.2 | 93.7* | 3.7 | 0.3 | 0.2 | 14.2 | -3.6 | -4.1 | 4.6 | 96.0
CCCCNC(=O)COC(=O)c1ccc(NC(C)=O)cc1 | 2.3 | 1.1 | -3.7 | 2.5 | 1.3 | -1.5 | -0.6 | -6.7 | 2.6 | 104.0
O=C(O)CCC(=O)NCCc1cccc(Cl)c1 | 1.6 | -1.6 | -0.2 | 7.4 | -2.3 | 10.6 | 0.8 | -1.7 | 0.6 | 95.0
COc1ccccc1OCC(=O)Nc1ccc2c(c1)OCO2 | -2.6 | 2.2 | -0.9 | -9.9 | -6.9 | -5.1 | 0.7 | -3.0 | -5.0 | 95.0
COC(=O)C1(C)NC(c2ccc(F)cc2)C2C(=O)N(c3ccccc3)C(=O)C21 (centres undefined) | -0.3 | -6.4 | -0.7 | -1.3 | 0.5 | -2.0 | 2.5 | -1.7 | -0.8 | 98.0
CC(C1CC2CCC1C2)n1c(-c2cccs2)n[nH]c1=S (centres undefined) | 4.9 | 5.0 | 0.6 | 0.6 | -4.5 | 8.6 | -0.7 | -2.2 | -1.9 | 95.0
CC(=O)Nc1ccc(S(=O)(=O)N(C)CC(=O)NC2CCCC(C)C2C)cc1 (centres undefined) | -6.4 | -0.5 | -0.3 | 3.9 | -1.0 | 0.2 | -2.6 | -4.8 | -1.8 | 101.0
CSCCC(NC(=O)c1ccc(Cl)cc1Cl)C(=O)OC(C)C(=O)NCc1ccco1 (centres undefined) | -6.1 | -5.1 | -1.9 | -2.9 | 1.5 | 14.1 | 1.1 | -1.9 | 2.7 | 100.0
CCC(C)NC(=O)c1cc(S(=O)(=O)N2CCCCC2)c[nH]1 (centres undefined) | -3.2 | -2.4 | 0.4 | -7.3 | -2.4 | 4.0 | 2.1 | -5.5 | 2.0 | 97.0
CC(C(=O)O)n1nnc2ccccc21 (centres undefined) | -1.7 | -2.8 | 0.4 | 5.9 | 10.0 | -3.6 | -0.6 | -2.0 | -1.1 | 93.0
COc1cccc2cc(C(=O)C3=C(O)C(=O)N(CCN4CCOCC4)C3c3ccc(Cl)cc3)oc12 (centres undefined) | 3.1 | 0.2 | 0.1 | -2.4 | -0.3 | 6.8 | 2.5 | -5.0 | -10.7 | 99.0
COc1nc(-c2ccccc2)cc(C(F)(F)F)n1 | 1.4 | 3.3 | 1.2 | -0.4 | -1.4 | -2.0 | 0.3 | -7.8 | -3.4 | 91.0
CCCn1c(N)c(C(=O)COC(=O)/C=C/c2ccc(OC(F)F)c(OC)c2)c(=O)[nH]c1=O | 0.9 | 2.6 | -0.8 | -4.5 | -1.4 | 11.2 | 3.4 | -5.7 | -4.4 | 105.0
CCOC(=O)c1cc(C)sc1NC(=O)CN1CCN(C(=O)c2ccco2)CC1 | -2.1 | -1.6 | -1.1 | 6.2 | 2.4 | 6.1 | -4.4 | / | 6.3 | 97.0
COc1ccccc1-c1coc2c(CN3C(C)CCCC3C)c(O)ccc2c1=O (centres undefined) | 1.2 | 0.8 | -1.5 | 1.5 | -2.1 | -2.3 | 0.0 | -4.0 | -13.8 | 102.0
N#CC1=C(N)SC(C(=O)c2ccccc2)C1c1cccs1 (centres undefined) | -8.5 | 1.6 | -1.9 | -12.8 | -10.8 | 1.7 | -1.1 | -4.3 | -7.3 | 85.0
O=S(=O)(Nc1nc2ccccc2nc1Cl)c1ccccc1C(F)(F)F | -2.8 | -5.7 | -3.8 | 9.2 | -2.9 | -7.2 | 1.8 | -2.2 | 6.5 | 98.0
O=S(=O)(c1cccnc1)N1CCCC(Nc2ccc(F)c(F)c2)C1 (centres undefined) | 1.3 | 6.7 | -0.8 | -2.0 | 1.6 | 4.3 | 0.2 | -10.7 | -3.4 | 95.0
CN(C)c1ccc(N=Nc2cccc(F)c2)cc1 | 5.3 | 2.4 | -0.5 | -4.8 | -9.1 | 5.6 | -11.8 | -7.3 | 15.4 | 124.0
CN(CC(=O)Nc1ccccc1Cl)C(=O)CN1C(=O)C2CCCCC2C1=O (centres undefined) | 1.2 | -4.5 | -0.7 | -1.8 | 3.6 | -0.4 | 3.8 | -3.1 | 7.5 | 97.0
COc1cc(/C=N/N2CCN(c3ccccc3OC)CC2)ccc1OC(C)=O | 0.2 | 3.6 | -1.7 | 5.3 | 4.5 | 10.4 | 1.0 | -19.3 | -8.0 | 93.0
Cc1cc(C)cc(N(C(C)C(=O)N2CCCC2)S(C)(=O)=O)c1 (centres undefined) | -1.1 | -10.5 | 0.7 | 1.9 | 10.9 | 15.9 | 1.9 | -5.5 | -9.1 | 97.0
COc1ccc(C(=O)NCC(=O)OCC(=O)NC2CCCCCC2)cc1 | -5.8 | -3.9 | -2.5 | -2.8 | -2.1 | 13.6 | 2.3 | -6.8 | -3.4 | 101.0
CCCS(=O)(=O)N1CCN(CCN2C(=O)c3cccc4cccc(c34)C2=O)CC1 | 2.4 | 0.2 | 0.2 | 1.0 | 12.0 | 6.9 | 5.9 | -3.4 | -2.1 | 93.0
O=S(=O)(NCC1(N2CCOCC2)CCCCC1)c1ccc(Cl)cc1C(F)(F)F | 3.5 | -2.1 | -3.3 | -1.6 | -4.9 | -0.3 | / | -3.3 | -7.2 | 99.0
O=C(Cc1ccccc1)NN1C(=O)C2C3C=CC([C@@H]2C1=O)C31CC1 (some centres undefined) | 2.2 | 5.7 | 1.7 | 8.5 | 21.0 | 15.3 | 1.0 | -2.9 | -9.1 | 96.0
Cc1cccn2c(=O)c3cc(C(=O)NCCN4CCOCC4)c(=N)n(Cc4cccnc4)c3nc12 | -1.2 | 10.8 | 2.4 | -1.3 | 5.7 | -1.5 | / | / | 11.3 | 100.0
Cc1ccc(S(=O)(=O)c2nc(S(C)(=O)=O)sc2N2CC(C)OC(C)C2)cc1 (centres undefined) | -4.0 | 0.4 | -0.3 | 4.2 | -0.4 | 5.6 | -5.0 | -2.2 | 6.1 | 94.0
CC(C)(C)OC(=O)CNC(=O)c1[nH]cnc1C(=O)Nc1ccc(CNC(=O)OC(C)(C)C)cc1 | 1.4 | 0.4 | 2.0 | -3.1 | 86.6* | 27.5 | -1.1 | -4.2 | -7.9 | 94.0
COc1ccc(OC)c2[nH]c(=O)c(CCNC(=O)C(=O)c3c(C)[nH]c4ccccc34)cc12 | 3.7 | -6.7 | 1.2 | ? | 16.2 | 31.4* | -0.3 | -4.0 | 1.7 | 99.0
Cc1cn(C2CCCO2)c(=O)nc1N (centres undefined) | 0.7 | 1.3 | 0.5 | 20.3 | 7.3 | 1.6 | -0.4 | -10.4 | -5.7 | 100.0
O=C(COc1cccc(NC(=O)c2cccc([N+](=O)[O-])c2)c1)c1ccc(Br)cc1 | 13.4 | -2.9 | -1.0 | -1.1 | 23.6 | -2.4 | -5.3 | / | -0.5 | 112.0
CC(C)CCOC(=O)C(C)Sc1n[nH]c(=O)[nH]c1=O (centres undefined) | 3.6 | -5.2 | 0.9 | -6.0 | 2.3 | 7.2 | 2.1 | -1.0 | 0.8 | 89.0
Cc1n[nH]c(=O)c2c(NC(=O)CSc3nc4ccccc4c(=O)n3C(C)C)oc(C)c12 | 3.6 | 0.6 | 1.2 | 3.6 | -0.2 | 14.1 | 0.0 | -10.7 | -4.5 | 99.0
CCCCc1ccc(NC(=O)NCc2ccccn2)cc1 | -0.5 | -1.8 | 2.5 | -7.6 | -1.5 | 1.1 | -3.0 | -2.2 | 9.2 | 104.0
COC(=O)[C@@]12C[C@@H](CC(=O)NCCc3ccccc3OC)C(=O)N(Cc3cccc4ccccc34)C1=CCC(C)(C)C2 | 1.2 | 0.0 | / | / | / | / | / | -10.6 | 4.2 | /
Cc1ccnc(NC(=O)c2cccc(S(=O)(=O)NCc3ccccc3)c2)c1 | 9.7 | -5.3 | 0.0 | 7.1 | 10.7 | -6.7 | -2.6 | -6.6 | -1.7 | 100.0
COc1ccc(S(=O)(=O)Nc2ccc3c(c2)C(=O)N([C@H](C)CO)C[C@H](C)[C@@H](CN(C)C(=O)Nc2ccc(C(F)(F)F)cc2)O3)cc1 | 0.4 | 13.0 | -1.8 | -3.3 | -1.6 | 14.4 | -1.2 | -10.5 | 2.1 | 97.0

3 structures from above, ordered by count of non-hydrogen atoms, falling:
SMILES | HTR2A ag | Granule exo inh | MC4R ag barr | PDI inh | Cardio protect | MC4R antag cAMP | N-glyco inh | CaV13 FRET inh | ABHD5-PLIN5 inh | ABCB6 inh MLPCN
Cc1cccn2c(=O)c3cc(C(=O)NCCN4CCOCC4)c(=N)n(Cc4cccnc4)c3nc12 | -1.2 | 10.8 | 2.4 | -1.3 | 5.7 | -1.5 | / | / | 11.3 | 100.0
O=S(=O)(c1cccnc1)N1CCCC(Nc2ccc(F)c(F)c2)C1 (centres undefined) | 1.3 | 6.7 | -0.8 | -2.0 | 1.6 | 4.3 | 0.2 | -10.7 | -3.4 | 95.0
O=C(O)CCC(=O)NCCc1cccc(Cl)c1 | 1.6 | -1.6 | -0.2 | 7.4 | -2.3 | 10.6 | 0.8 | -1.7 | 0.6 | 95.0

Source: PubChem
